Assay outcomes (PubChem BioAssay)
TPT1 inhibitor = Candida albicans TPT1 enzyme inhibitors, primary screen, biochemical, fluorescence polarization; 300,000 compounds, 0.81% hits; inhibition, % at 5 µM; tRNA 2'-phosphotransferase TPT1 (Candida albicans SC5314); recombinant caTPT1, FP RNA substrate dephosphorylation;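 active means inhibition above the mean of all tested compounds plus 3 SD, set per screening campaign, cut at about 24% in these data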;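 further: plate controls were DMSO alone for no effect and ferristatin control at 100 nM for full effect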
proCasp3 act = activators of human procaspase-3 D3A mutant, primary screen, biochemical, absorbance, PC-3 D3A mutant, single concentration | activation, % at 8.5 µM | recombinant procaspase-3 D3A, Ac-DEVD-pNA absorbance 405 nm | AID 463141, 2010 | 330,000 compounds, 0.11% hits;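 active means activation above the mean of all tested compounds plus 3 SD, cut at about 21% in these data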;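 further: 0% = DMSO alone and 100% = DMSO wells spiked with extra 5 µM PC-3 D3A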
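Assay system: Autoprocessing-dead procaspase-3 D3A mutant enzyme; also added: Ac-DEVD-pNA; doses: one concentration, 8.5 µM nominal, 0.8% DMSO; times: 1 h compound preincubation, 2 h substrate hydrolysis at 25 °C; technique: 405 nm absorbance of p-nitroaniline, reads at 0 and 120 min; measure: % activation between DMSO and enzyme-spiked controls; repeats: single replicate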
PP1 counter = PP1-alpha phosphatase inhibitors, primary screen, counter-screen for PP5 inhibitor project, biochemical, fluorescence, OMFP substrate, single point; AID 2235, 2010; purified PP1alpha; inhibition, % at 6.7 µM; 320,000 compounds, 0.9% hits; Serine/threonine-protein phosphatase PP1-alpha catalytic subunit (Homo sapiens), P62136;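 active means inhibition above the mean inhibition of all tested compounds plus 3 SD, computed separately for each screening campaign, cut at about 15% in these data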
Target sequence (P62136 whole entry, looked up): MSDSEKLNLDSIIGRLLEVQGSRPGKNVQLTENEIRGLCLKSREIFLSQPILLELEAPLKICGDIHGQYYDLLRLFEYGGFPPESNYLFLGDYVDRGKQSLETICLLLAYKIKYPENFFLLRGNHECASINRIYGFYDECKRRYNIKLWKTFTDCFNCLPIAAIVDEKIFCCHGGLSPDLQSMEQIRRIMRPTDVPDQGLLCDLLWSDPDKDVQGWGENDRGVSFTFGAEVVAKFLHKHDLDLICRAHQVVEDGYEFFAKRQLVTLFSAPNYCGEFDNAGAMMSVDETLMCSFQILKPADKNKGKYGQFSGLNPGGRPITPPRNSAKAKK
proCasp7 act = procaspase-7 activators, primary screen, counter-screen for procaspase-3 activator project, biochemical, absorbance, HTS, human; recombinant procaspase-7, Ac-DEVD-pNA absorbance 405 nm; D23A/D198A/D206A triple mutant, cannot self-cleave; scale: DMSO 0, 5 µM enzyme 100; activation, % at 8.5 µM; 330,000 compounds, 0.093% hits; Caspase-7 (Homo sapiens), P55210;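 active means percent activation above the screen-wide mean plus 3 SD, cut at about 25% in these data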
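Detection: p-Nitroaniline absorbance at 405 nm, read at 0 and 120 min; system: Uncleavable procaspase-7 mutant enzyme; evaluation: % activation from two-timepoint absorbance difference, scaled to controls; times: 1 h enzyme–compound preincubation and 2 h substrate reaction, both 25 °C; buffer or medium: Zinc-free HEPES pH 7.4 with 300 mM NaCl, 0.01% Triton X-100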
HCV core dimer = inhibitors of HCV core protein dimerization, primary screen, biochemical, TR-FRET, high-throughput; TR-FRET GST/Flag-core106 dimerization, 1536-well; inhibition, % at 5 µM; 300,000 compounds, 0.33% hits; AID 1899, 2009;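 active means inhibition above the mean of all tested compounds plus 3 SD, set per screening campaign, cut at about 45% in these data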
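System: GST-tagged and Flag-tagged HCV core protein residues 1-106 / Input: core106 proteins, GST 13.5 nM and Flag 17 nM / Buffer or medium: KF-containing HEPES buffer, pH 7.45, DTT, CHAPS, BSA / Probe or stimulus: Eu-anti-GST and XL665-anti-Flag labelled anti-tag antibodies / Schedule: 4 h, 22.5 °C incubation / Technique: TR-FRET 671 and 617 nm emission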
PP5 primary = PP5 phosphatase inhibitors, primary screen, biochemical, fluorescence; inhibition, % at 6.7 µM; Serine/threonine-protein phosphatase 5 (Homo sapiens), P53041; purified PP5c, OMFP substrate fluorescence; 320,000 compounds, 0.18% hits; AID 1987, 2009;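 active means inhibition above the campaign's mean inhibition across all tested compounds plus 3 SD, cut at about 9.5% in these data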;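 further: 0% = DMSO only and 100% = 100 µM cantharidin control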
Target sequence (P53041 whole entry, looked up): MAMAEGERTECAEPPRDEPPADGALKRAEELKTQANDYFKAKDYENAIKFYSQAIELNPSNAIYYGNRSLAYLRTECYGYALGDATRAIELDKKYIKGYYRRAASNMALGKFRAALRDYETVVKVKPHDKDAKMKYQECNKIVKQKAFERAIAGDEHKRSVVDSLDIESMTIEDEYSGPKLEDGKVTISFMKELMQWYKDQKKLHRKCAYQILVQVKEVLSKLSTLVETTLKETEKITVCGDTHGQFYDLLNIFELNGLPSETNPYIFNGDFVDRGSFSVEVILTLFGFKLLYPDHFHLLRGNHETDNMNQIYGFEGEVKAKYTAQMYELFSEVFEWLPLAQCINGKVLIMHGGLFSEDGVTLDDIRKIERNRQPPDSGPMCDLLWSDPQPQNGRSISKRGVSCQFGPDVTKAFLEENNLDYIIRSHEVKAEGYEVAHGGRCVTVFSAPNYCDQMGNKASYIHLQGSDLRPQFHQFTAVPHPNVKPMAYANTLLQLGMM
PAFAH2 FP inh = PAFAH2 enzyme inhibitors, primary screen, biochemical, fluorescence polarization, human | Platelet-activating factor acetylhydrolase 2, cytoplasmic (Homo sapiens), Q99487 | recombinant PAFAH2, FP-rhodamine activity probe | inhibition, % at 3.39 µM | 340,000 compounds, 0.99% hits;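 active means inhibition above the mean over all tested compounds plus 3 SD, cut at about 30% in these data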;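 further: inhibitors block probe labeling of enzyme so polarization drops; 0% = enzyme with DMSO and 100% = wells lacking PAFAH2 protein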
CTSL1 counter = Fasciola hepatica cathepsin L1 inhibitors, primary screen, counter-screen for PFM18AAP inhibitor project, biochemical, QFRET, fluorogenic peptide substrate. recombinant F. hepatica cathepsin L1, Z-Leu-Arg-MCA fluorescence. inhibition, % at 5.96 µM. 300,000 compounds, 0.49% hits;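 active means inhibition above the mean of all tested compounds plus 3 SD, set per screening campaign, cut at about 17% in these data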;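 further: 0% = plate median of test compound wells and 100% = 1 µM Z-Phe-Ala-diazomethylketone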
AHR activator = AHR activators, primary screen, cell-based, luminescence, luciferase reporter, human. 320,000 compounds, 2.5% hits. AID 2796, 2010. AHR-responsive luciferase reporter cells. Aryl hydrocarbon receptor (Homo sapiens), P35869. activation, % at 5 µM; in the data active means activation above about 47%;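 further: 0% = vehicle wells and 100% = reference agonist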
Numbers without * were called inactive; . = no result given.

smiles | PP1 counter | HCV core dimer | PAFAH2 FP inh | proCasp7 act | proCasp3 act | AHR activator | PP5 primary | CTSL1 counter | TPT1 inhibitor
CCCCCCCCCCCC(=O)NC(C(=O)O)C(O)c1ccccc1 (configuration not stated) | 4 | -1 | 10 | 5 | 3 | 4 | 3.5 | 3 | -1
CCN(CC)CCNC(=O)c1ccc2c(=O)n(CCc3ccccc3)c(=O)[nH]c2c1 | -1 | -1 | -4 | 15 | 7 | 1 | 2.4 | 2 | -1
Cc1cccc(NC(=O)COC(=O)c2ccc3c(=O)n4c(nc3c2)CCC4)c1 | 0 | 6 | 2 | 0 | 11 | 0 | 0.7 | -2 | -3
O=c1[nH]cc(NCCc2ccccc2)c(=O)[nH]1 | 1 | 1 | 6 | 1 | 3 | 1 | -0.4 | 1 | -5
CCN(CC(=O)Nc1c(F)cccc1F)C(=O)COc1ccc2c(c1)CCC2 | -3 | 1 | -5 | 2 | -9 | -1 | -0.2 | 0 | 5
CCc1ccc(NC(=O)CNC(=O)c2cn(-c3ccccc3OC)c(=O)c3ccccc23)cc1 | 4 | -1 | -6 | 11 | -6 | 10 | 4.4 | -3 | -3
CCN(CC(=O)Nc1ccc(NC(C)=O)cc1)C(=O)/C=C/c1ccc(C)o1 | -1 | . | 0 | -1 | 1 | 0 | 2.2 | . | .
COCCNC(=O)/C(C#N)=C/c1ccc(OCc2ccc(F)cc2)cc1 | 3 | 5 | 5 | 4 | -2 | 3 | 1.8 | 1 | 3
CCOc1ccc(-c2nnn(CCC(=O)O)n2)cc1OC | -3 | -4 | 0 | -16 | 8 | 0 | 1.4 | -2 | -6
Cc1ccc(NC(=S)NNC(=O)c2ccccc2OC(F)F)cc1 | -1 | -5 | 4 | -12 | -5 | 102* | 2.0 | 2 | -2
CC(=O)O[C@H]1C[C@@H]2CC[C@@H]3[C@H](CC[C@@]4(C)[C@H]3C[C@H]([N+]3(C)CCCCC3)[C@@H]4OC(C)=O)[C@@]2(C)C[C@@H]1N1CCCCC1 | 1 | 6 | . | 1 | 6 | -1 | -0.8 | 3 | -1
O=C(Nc1ccccc1)NC1(C(=O)NCCCN2CCOCC2)CCCCC1 | -5 | -8 | 4 | 9 | 0 | 5 | 0.8 | 0 | -2
Cc1cc(NC(=O)Nc2cccc(Cl)c2)n(-c2ccccn2)n1 | 5 | 0 | -34 | 6 | 7 | 18 | 7.8 | 0 | 1
O=C(c1cccc(S(=O)(=O)NCc2ccccc2)c1)N1CCN(c2cccc(C(F)(F)F)c2)CC1 | 1 | 4 | 3 | 6 | 5 | -3 | 5.5 | -2 | -1
O=S(=O)(c1ccc(F)cc1)c1nc(-c2ccco2)oc1Nc1ccc(F)cc1 | 1 | 2 | -2 | 6 | 7 | -3 | 0.5 | 3 | 1
Cc1ccccc1NC(=O)c1nc[nH]c1C(=O)NCc1ccccc1 | 7 | 1 | -1 | -2 | 3 | 9 | 5.0 | 6 | -3
O=C(C1CCCN(c2ncnc3c2nc2n3CCCCC2)C1)N1CCCCC1 (configuration not stated) | -3 | 8 | 5 | 8 | -8 | 7 | -1.5 | -6 | 2
Cc1nn(C)c(C)c1NC(=O)CSc1nc(Cc2ccccc2)nc2c1cnn2-c1ccccc1 | -1 | -8 | 2 | 7 | -4 | 3 | 1.4 | -4 | -1
O=C1CCC([N+](=O)[O-])C(c2ccccc2Br)N1 (configuration not stated) | -1 | 4 | 1 | 12 | 13 | 2 | 0.3 | 0 | 2
CCn1c(=NC(=O)CS(=O)(=O)c2ccc(F)cc2)sc2cccc(OC)c21 | 7 | 8 | 5 | -10 | -1 | 0 | 1.1 | 8 | 7
COc1ccc2[nH]c3c(c2c1)CN(C)CC3 | -3 | 1 | -10 | 6 | -3 | 2 | 0.9 | 3 | -2
O=C(O)CCC(=O)N1N=C(c2ccccc2)CC1c1ccc(Br)cc1 (configuration not stated) | -4 | 20 | 1 | 6 | 8 | -4 | -0.1 | -1 | 0
COc1ccc(C(=O)c2ccc(CC(=O)O)s2)cc1 | -4 | 7 | 0 | 13 | 1 | -12 | 1.6 | 0 | -3
COc1ccc(NS(=O)(=O)c2cc(OC)ccc2NC(=O)c2cc(C)oc2C)cc1 | 9 | 16 | 1 | 0 | 7 | 8 | 1.0 | -1 | 1
CC1(C)Cc2cccc(OCC(=O)Nc3ccccc3F)c2O1 | -2 | -6 | 3 | 3 | -4 | -2 | 2.1 | 1 | -3
COCCNC(=O)c1ccc(NC(=O)C2(c3ccccc3)CCCC2)cc1 | -3 | -6 | 5 | 8 | 4 | 2 | 1.7 | 2 | 0
COc1ccc(NC(=S)NC2CCCCC2)cn1 | 4 | -3 | 4 | 4 | 1 | 3 | 2.4 | 7 | -2
CC(=O)c1ccc(NC2CC(O)C(O)CO2)cc1 (configuration not stated) | -3 | -2 | 13 | 3 | -5 | 1 | 0.7 | -1 | 1
O=C(c1ccc([N+](=O)[O-])cc1)c1cc2ccc(O)cc2oc1=O | 2 | -3 | 8 | -3 | -7 | -2 | 2.5 | 4 | -5
CCCCCCC(=O)Nc1ccc(C(=O)N2CCCC2)cc1 | -1 | 3 | -9 | 10 | 5 | 3 | 1.3 | -1 | 0
CCN(C(=O)CSc1cc(C)c2ccccc2n1)C1CCS(=O)(=O)C1 (configuration not stated) | -1 | 1 | -2 | 1 | 1 | 18 | 0.8 | -2 | 3
CCOc1ccc(-c2nn[nH]n2)cc1 | -1 | 6 | -3 | 12 | -1 | 0 | -2.0 | 3 | 0
CC(NS(=O)(=O)c1ccc(F)cc1)C(c1cccs1)N1CCN(C)CC1 (configuration not stated) | -3 | -2 | 4 | 13 | 4 | 0 | -1.4 | -1 | 2
O=S(=O)(NCCC1=CCCCC1)c1c(Cl)cccc1Cl | 1 | 1 | 3 | 3 | 6 | 0 | 1.5 | 2 | 2
CCC(=O)N1CCN(c2ccccc2NC(=O)c2ccc([N+](=O)[O-])o2)CC1 | 2 | 8 | 5 | 4 | 1 | -3 | 2.7 | 6 | 0
Cc1nc2c(nnn2Cc2ccccc2)c(=O)n1-c1ccccc1 | -1 | 0 | 0 | -3 | 3 | 8 | 0.9 | -2 | -2
O=C1C2C3C=CC(C3)C2C(=O)N1/N=C/c1ccc(-c2ccccc2[N+](=O)[O-])o1 (configuration not stated) | 0 | 7 | 6 | -11 | 4 | 44 | 0.0 | 4 | -10
COc1ccc(N2C(=O)NC(NC(=O)c3ccncc3)(C(F)(F)F)C2=O)cc1 (configuration not stated) | -14 | -2 | -2 | -2 | -1 | 3 | 2.9 | -4 | 1
COC(=O)c1sc2nc(N3CCCCC3)c3c(c2c1N)CCCC3 | -2 | 11 | 4 | 2 | -1 | 4 | 5.4 | 6 | -1
CCN(CC)c1nc(OC)nc(-n2nnc(C(C)=O)c2C)n1 | -3 | 4 | 4 | 13 | -2 | -2 | -1.8 | 3 | -1
COc1cccc(-n2nnc3c(=O)n(Cc4ccccc4F)cnc32)c1 | 1 | 0 | 3 | -9 | -1 | 7 | 3.1 | -3 | -1
CCCn1c(CCNc2nc(-c3ccc(OC)cc3)cs2)nc2ccccc21 | -2 | 3 | -3 | 5 | 1 | 15 | 3.1 | 2 | -1
Cc1nn(-c2ccccc2)c2[nH]c(=O)cc(C(F)F)c12 | 2 | . | 8 | -13 | 11 | 35 | 0.6 | . | .
CCCCCSc1nc(N2CCOCC2)c2c(c1C#N)CC(C)(C)OC2 | -4 | 12 | 1 | -5 | -2 | 2 | 2.2 | 4 | -2
Cc1noc(C)c1C(=O)OCC(=O)/C=C1\N(C)c2ccccc2C1(C)C | -1 | 0 | 4 | -146 | 7 | 13 | 1.2 | 1 | 0
ONC(=Nc1ccccc1Cl)c1c(F)cccc1F | -1 | -6 | 2 | -3 | -1 | 2 | 1.6 | 2 | -8
CC(=O)Nc1cccc(C(=O)/C=C/c2ccc(Br)cc2)c1 | -3 | 7 | -16 | 7 | -1 | 5 | 2.1 | -2 | -1
Cc1cc(C)c(C(=O)N(CCN(C)C)CC2CCCN(Cc3ccccc3F)C2)o1 (configuration not stated) | -2 | -11 | 1 | 4 | 3 | 1 | 2.3 | -10 | 2
CC(=O)Oc1ccc(C(=O)Nc2ccc(S(=O)(=O)N3CCOCC3)cc2)cc1 | 0 | 7 | 3 | 0 | -3 | -1 | 0.3 | -9 | 3
COCCCNC(=O)c1cc2c(-c3cccc(OC)c3)nn(C)c2s1 | -3 | 3 | 0 | 4 | -9 | 44 | 2.8 | 4 | 2
O=C(Nc1ccc(Br)cc1F)C1CCN(c2nnc(-n3cccc3)s2)CC1 | -5 | 6 | 6 | -1 | 3 | 27 | 1.7 | 0 | 0
CSC(=S)N/N=C/c1ccc(Br)cc1 | 2 | 9 | -3 | -11 | -6 | 20 | 3.0 | 3 | 0
CN(C)S(=O)(=O)c1cccc(NC(=O)c2cccc(NS(=O)(=O)c3ccccc3)c2)c1 | 10 | 5 | -19 | 16 | -2 | 2 | 1.7 | 0 | 0
CN(C)c1ccc(/C=N/NC(=O)c2nnn(-c3nonc3N)c2CN(C)c2ccccc2)cc1 | -4 | 16 | 5 | 2 | 5 | -1 | 1.1 | -1 | 2
CCOc1ccccc1-c1nn2c(Cc3ccccc3)nnc2s1 | 1 | 4 | 0 | -3 | 11 | 20 | 1.0 | -1 | -1

Of the compounds above, these contain a cyano group.
smiles | PP1 counter | HCV core dimer | PAFAH2 FP inh | proCasp7 act | proCasp3 act | AHR activator | PP5 primary | CTSL1 counter | TPT1 inhibitor
COCCNC(=O)/C(C#N)=C/c1ccc(OCc2ccc(F)cc2)cc1 | 3 | 5 | 5 | 4 | -2 | 3 | 1.8 | 1 | 3
CCCCCSc1nc(N2CCOCC2)c2c(c1C#N)CC(C)(C)OC2 | -4 | 12 | 1 | -5 | -2 | 2 | 2.2 | 4 | -2
